AMA1-RON2 inh: disrupts binding of P. falciparum AMA1 to RON2; Potency, µM (highest dose often 58.2 µM), for the others: top-dose activity change, negative = inhibition, actives largely listed as inhibitors; AID 720542; AlphaScreen AMA1-biotinylated RON2 peptide binding; 360,000 compounds, 0.2% hits;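 note: potency is the fitted concentration of half-maximal effect; 0% = vehicle wells and -100% = peptide control; nearly all actives have a fitted effect of over 45% in size; some results filed as inactive show a strong effect at the top dose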
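AMA1 (3D7) with his tag at 25 nM final met compounds first, then biotinylated RON2 peptide at 25 nM; detection used donor plus acceptor beads, 10 µg/mL apiece, read by AlphaScreen after 30 min at room temperature.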
AmpC inh no detg: AmpC beta-lactamase inhibition without detergent. P00811. AmpC nitrocefin hydrolysis, absorbance 480 nm, 0.0001% Triton. Potency, µM (series often up to 57.1 µM), without a hit: at the highest dose activity change, negative = inhibition, most hits filed as inhibitors. 330,000 compounds, 0.52% hits;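 note: potency is the fitted concentration of half-maximal effect; plate controls were no compound for no effect and no enzyme for full effect; nearly all actives have a fitted effect of over 20% in size; some results filed as inactive show a strong effect at the top dose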
Target sequence (P00811 whole entry, looked up): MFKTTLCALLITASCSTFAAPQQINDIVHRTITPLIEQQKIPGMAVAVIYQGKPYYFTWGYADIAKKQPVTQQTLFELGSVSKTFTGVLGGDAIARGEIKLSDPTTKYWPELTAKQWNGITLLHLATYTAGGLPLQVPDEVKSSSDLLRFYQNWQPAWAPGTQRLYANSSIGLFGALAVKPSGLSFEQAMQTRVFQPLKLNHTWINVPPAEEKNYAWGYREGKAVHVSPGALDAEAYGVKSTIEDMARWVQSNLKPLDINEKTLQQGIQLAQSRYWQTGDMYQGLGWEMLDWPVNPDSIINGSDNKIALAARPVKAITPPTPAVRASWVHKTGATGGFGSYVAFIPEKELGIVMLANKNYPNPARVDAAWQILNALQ
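AmpC (5.3 nM in the dispensed reagent) in 20 mM phosphate pH 7.0 with 0.01% (detergent screen) or 0.0001% Triton X-100 was preincubated with compounds for 15 min at room temperature. Nitrocefin was then added from an 800 uM solution, and hydrolysis was followed at 480 nm.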
AmpC inh detg: inhibitors of E. coli AmpC beta-lactamase with detergent. 370,000 compounds, 0.041% hits. AmpC hydrolysis of nitrocefin, absorbance 480 nm, 0.01% Triton. Potency, µM (series often up to 114 µM), inactives show at the top dose activity change, negative = inhibition, hits mostly inhibitors. P00811;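 note: potency is the fitted concentration of half-maximal effect; 0% = no-compound wells and -100% = no-enzyme wells; nearly all actives have a fitted effect of over 25% in size; some results filed as inactive show a strong effect at the top dose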
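AmpC (5.3 nM in the dispensed reagent) in 20 mM phosphate pH 7.0 with 0.01% (detergent screen) or 0.0001% Triton X-100 was preincubated with compounds for 15 min at room temperature. Nitrocefin was then added from an 800 uM solution, and hydrolysis was followed at 480 nm.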
HCV inh: inhibitors of hepatitis C virus infection; Huh7.5.1 HCVcc-Cre infection, luciferase reporter, 44 h; Potency, µM (series often up to 41.8 µM), for the others: at the top dose activity change, negative = inhibition, hits mostly inhibitors; 340,000 compounds, 3.4% hits; AID 651820; note: potency is the fitted concentration of half-maximal effect
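Compounds are dispensed onto cells plated 4 h earlier at 1,000 per well, with HCVcc-Cre virus (about 0.5 moi) added next. Following 44 h of culture, luminescent signal is measured for 15 sec after 15 min with substrate at room temperature.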
LmPK inhibitor: inhibitors of Leishmania mexicana pyruvate kinase; purified LmPK, Kinase-Glo ATP luminescence, 1 h; Potency, µM (series often up to 57.5 µM), for the others: at the highest dose activity change, negative = inhibition, actives largely listed as inhibitors; 290,000 compounds, 0.37% hits; AID 1721; note: potency is the fitted concentration of half-maximal effect
Target sequence (Q27686 whole entry, looked up): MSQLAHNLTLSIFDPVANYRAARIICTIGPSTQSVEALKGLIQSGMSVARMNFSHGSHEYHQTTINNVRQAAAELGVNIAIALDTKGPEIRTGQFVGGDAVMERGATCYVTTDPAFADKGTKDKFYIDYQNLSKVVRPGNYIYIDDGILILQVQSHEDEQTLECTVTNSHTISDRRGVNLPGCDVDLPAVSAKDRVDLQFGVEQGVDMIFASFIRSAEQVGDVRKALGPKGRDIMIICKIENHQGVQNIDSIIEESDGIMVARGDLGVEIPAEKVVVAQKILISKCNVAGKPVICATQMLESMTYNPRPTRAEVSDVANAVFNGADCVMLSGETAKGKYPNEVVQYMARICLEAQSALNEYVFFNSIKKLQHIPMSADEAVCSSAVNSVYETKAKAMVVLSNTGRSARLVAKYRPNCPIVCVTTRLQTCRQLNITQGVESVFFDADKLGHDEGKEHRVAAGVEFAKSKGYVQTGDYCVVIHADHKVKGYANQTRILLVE
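ATP generated from ADP (0.1 mM) and PEP (0.5 mM) by 0.1 nM LmPK over 1 h at room temperature (pH 7.2 imidazole buffer) was detected by coupled luciferase luminescence. Values were normalized to uninhibited and no-enzyme wells.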
HCMV antiviral: human cytomegalovirus inhibition; 410,000 compounds, 4.5% hits; HFF cells, HCMV-luciferase reporter, 72 h; stronger effect = lower value; AID 1259415; activity change, negative = inhibition, % at 57.5 µM; in the data active = activity change below about -60%; inconclusive = no clear call, values can overlap the other calls; inactive = above about -39%
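Luciferase read-out from HCMV-luciferase-infected HFFs (MOI 1 PFU/cell) 72 h post infection at 37C; compounds added after 16 h cell attachment; activity normalized between buffer-only basal and Salinomycin (10uM) inhibitor controls.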
Tb PYK inh: blocks Trypanosoma brucei pyruvate kinase | Potency, µM (top dose mostly 76.8 µM), for inactives: at the top dose activity, negative = inhibition, usual class: inhibitors | TbPYK enzyme, Kinase-Glo Plus ATP luminescence, 45 min | Q57TT1 | AID 624173 | 410,000 compounds, 0.12% hits; note: potency is the fitted concentration of half-maximal effect; nearly all actives have a fitted effect of over 50% in size
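In this concentration-response screen, enzyme-free wells defined baseline while DMSO plates tracked drift. Each reaction combined TbPYK, substrate, compound and 130 uM ADP for 45 min at room temperature. Kinase-Glo Plus luminescence gave the signal.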
* marks the source's active call; other numbers are inactive results; & = joins results of further samples; [ ] = another dose, or the depositor's remark. Unless noted, calls come from the whole dose curve; as a rule, active = well fitted curve in the direction sought with a large enough effect; inconclusive = small, poorly fitted or top-dose-only effect, or another doubt; inactive = no such curve, though single readings can be large; an effect the other way counts as inactive or inconclusive. Unless noted, % is set by controls: 0 for no effect and ±100 for the full control effect.

O=C(COC(=O)c1ccc([N+](=O)[O-])cc1Cl)Nc1cccnc1Cl was read as AMA1-RON2 inh -1%, AmpC inh no detg 3%, AmpC inh detg 0%, HCV inh -4%, HCMV antiviral 13 and Tb PYK inh 3%.
COc1ccc(S(=O)(=O)N2CCCCC2)cc1NS(=O)(=O)c1ccccc1F was read as AMA1-RON2 inh 0%, AmpC inh no detg -34%, AmpC inh detg inconclusive, HCV inh 5%, LmPK inhibitor 5%, HCMV antiviral 0 and Tb PYK inh 6%.
Screening O=C(NN=C1CCN(Cc2ccccc2)CC1)C(O)c1ccccc1 (stereo not drawn) returned AMA1-RON2 inh 66%[activator], AmpC inh no detg -7%, AmpC inh detg -11%, HCV inh 8%, LmPK inhibitor 0%, HCMV antiviral inconclusive and Tb PYK inh -17%.
Screening COc1ccc(CN2CC(C(=O)N3CCOCC3)CC2=O)cc1 (stereo not drawn) returned AMA1-RON2 inh 3%, AmpC inh no detg -23%, AmpC inh detg inconclusive, HCV inh -19%, LmPK inhibitor 0%, HCMV antiviral -30 and Tb PYK inh -13%.
Screening CCOc1ccc(OCC(=O)OCc2csc(CC(=O)Nc3ccccc3C)n2)cc1 returned AMA1-RON2 inh 4%, AmpC inh no detg -21%, AmpC inh detg inconclusive, HCV inh -14%, HCMV antiviral -20 and Tb PYK inh -2%.
For COc1ccc(C(CNC(=O)c2c(C)nn(Cc3ccccc3)c2Cl)N2CCOCC2)cc1 (stereo not drawn) the results were AMA1-RON2 inh 5%, AmpC inh no detg 158%[activator], AmpC inh detg -7%, HCV inh -6%, HCMV antiviral 0 and Tb PYK inh 2%.
`Cc1onc(-c2ccccc2)c1C(=O)Nc1ccc(S(=O)(=O)NC2=NCCCCC2)cc1` gave AMA1-RON2 inh -9%, AmpC inh no detg 6%, AmpC inh detg 1%, HCV inh inconclusive, LmPK inhibitor 7%, HCMV antiviral 22 and Tb PYK inh 6%.
`CC1=[N+](C)c2ccc3ccccc3c2C1(C)C` gave AMA1-RON2 inh -27%, AmpC inh no detg -8%, AmpC inh detg -10%, HCV inh inconclusive, LmPK inhibitor 2%, HCMV antiviral -84* and Tb PYK inh -9%.
O=C1NC2(CCCCC2)N=C1c1ccccc1 was read as AMA1-RON2 inh 8%, AmpC inh no detg -10%, AmpC inh detg 0%, LmPK inhibitor -2%, HCMV antiviral 92 and Tb PYK inh 2%.
Screening CCCC(=O)N1c2ccccc2[C@@H](N(C(C)=O)c2ccccc2)C[C@H]1C returned AMA1-RON2 inh -2%, AmpC inh no detg 41%, AmpC inh detg -12%, HCV inh -12%, LmPK inhibitor -4%, HCMV antiviral 12 and Tb PYK inh 2%.
CCN(CC)CCCNC(=O)c1ccc2c(Cl)c3c(nc2c1)CCCC3 was read as AMA1-RON2 inh -5%, AmpC inh no detg 70%[activator], AmpC inh detg 6%&-10%, HCV inh inconclusive, LmPK inhibitor -8%, HCMV antiviral -88* and Tb PYK inh 2%&0%.
`C#CCOC(=O)CCCNc1ccc([N+](=O)[O-])cc1[N+](=O)[O-]` gave AMA1-RON2 inh -14%, AmpC inh no detg -17%, AmpC inh detg -10%, HCV inh 19%, LmPK inhibitor 1%, HCMV antiviral 22 and Tb PYK inh 0%.
For CCCCNC(=S)NNC(=O)c1csc(C)c1 the results were AMA1-RON2 inh 81%[activator], AmpC inh no detg -18%, AmpC inh detg 2%, HCV inh 10%, LmPK inhibitor 3%, HCMV antiviral -4 and Tb PYK inh 0%.
Screening Cc1ccc(S(=O)(=O)CC(=O)Nc2nnc(C)s2)cc1 returned AMA1-RON2 inh -11%, AmpC inh no detg -16%, AmpC inh detg -11%, HCV inh 14%, LmPK inhibitor -9%, HCMV antiviral -13 and Tb PYK inh -4%.
Screening O=c1[nH]c(N2CCOCC2)cc2ccccc12 returned AMA1-RON2 inh -1%, HCV inh 9%, HCMV antiviral 1 and Tb PYK inh 1%.
`CCOc1ccc(CCNC(=O)c2ccc(CS(=O)(=O)c3ccccc3C)o2)cc1OCC` gave AmpC inh detg -12%, HCMV antiviral -17 and Tb PYK inh -11%.
Screening COc1ccccc1NS(=O)(=O)c1cccc(NC(=O)Nc2cccc(Cl)c2)c1 returned AMA1-RON2 inh -28%, AmpC inh no detg -22%, AmpC inh detg -1%, HCV inh inconclusive, LmPK inhibitor 2%, HCMV antiviral -95* and Tb PYK inh -6%.
For CCN1C[C@@H]2[C@@H]3C(=O)N(Cc4ccccc4)C(=O)[C@@H]3[C@](C)(C1=O)N2C(=O)c1ccc(Br)cc1 the results were AMA1-RON2 inh 5%, HCV inh 14%, HCMV antiviral -18 and Tb PYK inh -4%.
For Cc1ccc(S(=O)(=O)N2CCCCC2)cc1NC(=O)C1CC1 the results were AMA1-RON2 inh -8%, AmpC inh no detg -18%, HCV inh -8%, HCMV antiviral -18 and Tb PYK inh -2%.
`COC(=O)c1ccc(Oc2nc(Nc3ccc(F)cc3)nc(N3CCCC3)n2)cc1` gave AMA1-RON2 inh -12%, AmpC inh no detg -25%, AmpC inh detg -1%, HCV inh inconclusive, LmPK inhibitor -1%, HCMV antiviral 15 and Tb PYK inh -9%.
CCOC(=O)CSc1nnc(-c2ccc([N+](=O)[O-])cc2)o1 was read as AMA1-RON2 inh -23%, AmpC inh no detg -8%, AmpC inh detg -4%, HCV inh 17%, LmPK inhibitor -3%, HCMV antiviral 152 and Tb PYK inh -21%.
For O=C1NC[C@H](CCCCN2C[C@H](Cc3ccccc3)N(CCc3ccc(O)cc3)C(=O)C2=O)N(CCc2ccccc2)C1=O the results were AMA1-RON2 inh 1%, HCMV antiviral -16 and Tb PYK inh 0%.
For CC(C)C(c1nnnn1C1CCCC1)N1CCN(c2ccccc2F)CC1 (stereo not drawn) the results were AMA1-RON2 inh -7%, AmpC inh no detg 3%, AmpC inh detg inconclusive, HCV inh 9%, LmPK inhibitor 0%, HCMV antiviral -14 and Tb PYK inh -1%.
For Cc1nc2cc(C(F)(F)F)ccc2n1CCNc1nc(-c2ccc(F)cc2)cs1 the results were AMA1-RON2 inh 27%, AmpC inh no detg 14%, AmpC inh detg -3%, HCV inh 6%, LmPK inhibitor -8%, HCMV antiviral -21 and Tb PYK inh -3%.
For CC(=O)Oc1ccc(-c2ccc(C(=O)Nc3cccc(S(=O)(=O)N4CCOCC4)c3)cc2)cc1 the results were AMA1-RON2 inh -3%, AmpC inh no detg 24%, AmpC inh detg 0%, HCV inh inconclusive, LmPK inhibitor 2%, HCMV antiviral -98* and Tb PYK inh 7%.
For CCC(=O)NC(Nc1cc(C)cc(C)n1)(C(F)(F)F)C(F)(F)F the results were AMA1-RON2 inh -8%, AmpC inh no detg -13%, AmpC inh detg -6%, HCV inh inconclusive, LmPK inhibitor -4%, HCMV antiviral 52 and Tb PYK inh -2%.
O=C(NC(Cc1ccccc1)C(=O)O)/C(=C/c1ccco1)NC(=O)c1cccc([N+](=O)[O-])c1 (stereo not drawn) was read as AMA1-RON2 inh -1%, AmpC inh no detg -23%, AmpC inh detg 0%, HCV inh 20%, LmPK inhibitor 11%, HCMV antiviral -26 and Tb PYK inh 1%.
`c1ccc(COC2CCCN(Cc3nc(-c4cccs4)no3)C2)nc1` (stereo not drawn) gave AMA1-RON2 inh 4%, AmpC inh no detg 33%, AmpC inh detg 1%, HCV inh 1%, LmPK inhibitor -1%, HCMV antiviral 20 and Tb PYK inh -4%.
NC(=O)C1CCN(c2nc(-c3ccc(F)cc3)cs2)CC1 was read as AmpC inh no detg -5%&0%, AmpC inh detg inconclusive, HCMV antiviral -6 and Tb PYK inh 3%.
Screening Cc1ccc(S(=O)(=O)N2CCOCC2)cc1C(=O)NC(C)CCc1ccccc1 (stereo not drawn) returned AMA1-RON2 inh -7%, AmpC inh no detg 67%[activator], HCV inh -11%, HCMV antiviral 63 and Tb PYK inh 1%.
`CCC(CC)c1nnc(NC(=O)c2cccc(S(=O)(=O)N3CCOCC3)c2)s1` gave AMA1-RON2 inh 24%, AmpC inh no detg 37%, HCV inh 24%, HCMV antiviral inconclusive and Tb PYK inh 3%.
`CCOc1ccc(NC(=O)c2cc(C)nc3c2c(C)nn3-c2cccc(F)c2)cc1` gave AmpC inh detg 1%, HCMV antiviral -5 and Tb PYK inh 2%.
For CCCNC(=O)OC[C@H]1O[C@H](CCO/N=C/C[C@@H]2C=C[C@H](OC(C)=O)[C@@H](COC(C)=O)O2)C=C[C@@H]1Oc1ccc(OC)cc1 the results were AmpC inh no detg 299%[activator], AmpC inh detg 3%, HCV inh -2%[8.37 µM] and LmPK inhibitor 2%.
For Cc1ccc(-c2nc(SCC(=O)N(C)c3c(N)n(Cc4ccccc4)c(=O)[nH]c3=O)n[nH]2)cc1 the results were AMA1-RON2 inh -6%, AmpC inh no detg -29%, AmpC inh detg -13%, HCV inh -2%, LmPK inhibitor -2%, HCMV antiviral 14 and Tb PYK inh 3%.
Cc1nn2cc(-c3ccc(N)cc3)nc2s1 was read as AMA1-RON2 inh -12%, AmpC inh no detg -10%, AmpC inh detg -3%, HCV inh 3%, LmPK inhibitor -22%, HCMV antiviral 15 and Tb PYK inh -6%.
`CCO[C@@H]1OC(C(N)=O)=C[C@H](C2CC2)[C@H]1CCCO` gave AMA1-RON2 inh -4%, HCV inh 8%, HCMV antiviral 2 and Tb PYK inh 2%.
`COc1ccccc1N1CCN(C(=O)c2ccc3[nH]c4c(c3c2)CCCC4)CC1` gave AMA1-RON2 inh -27%, AmpC inh no detg 73%[activator], AmpC inh detg -3%, HCV inh inconclusive, LmPK inhibitor 0%, HCMV antiviral -24 and Tb PYK inh -5%.
O=C(Nc1sc(-c2ccccc2)cc1C(=O)O)c1ccccc1 was read as AMA1-RON2 inh 12%, AmpC inh no detg -31%, AmpC inh detg -1%, HCV inh 5%, LmPK inhibitor -2%, HCMV antiviral 8 and Tb PYK inh 5%.

Assay outcomes deposited in PubChem by National Center for Advancing Translational Sciences (NCATS).
